ER stress surv = ER stress cell death inhibition | CSM14.1 thapsigargin ER stress survival, ATP luminescence | relative survival (cellular ATP), % at 15 µg/mL (by protocol) | actives 0.33% (n = 48,000) | AID 1010;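 active = survival measured by cellular ATP above 50% at 15 µg/ml in the first screen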;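 note: cell death triggered by about 15 µM thapsigargin; ATP read 24 h after thapsigargin was added; plate controls were thapsigargin with DMSO for no effect and DMSO without thapsigargin for full effect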
* marks the source's active call; other numbers are inactive results.

> CCOC(=O)NC(NCc1ccccc1)(C(F)(F)F)C(F)(F)F
  ER stress surv: 3

> COc1ccc(CNC(=O)Cc2ccc(Cl)cc2)cc1
  ER stress surv: 8

> O=C(Nc1ccc(OC(F)(F)F)cc1)c1cnn2c(C(F)(F)F)cc(-c3ccco3)nc12
  ER stress surv: 11

> Cc1cccc(/C=C2/SC(=S)N(CN3CCCCC3)C2=O)c1
  ER stress surv: -3

> Cc1cc(C(=O)NCc2ccco2)ccc1[N+](=O)[O-]
  ER stress surv: 14

> CC1=CC(C)C(COC(=O)Nc2ccccc2)C(C)C1 (stereo not drawn)
  ER stress surv: 1

> COC(=O)CN(c1cccc(C(F)(F)F)c1)S(C)(=O)=O
  ER stress surv: 0

> O=C(CSc1ncn[nH]1)Nc1ccc(Cl)cc1
  ER stress surv: -5

> C=CCn1c(SCC(=O)N2CCOCC2)nc(O)c(Cc2ccccc2)c1=O
  ER stress surv: 4

> CCc1ccc(NC(=O)CSc2nc3ccc(C)cc3[nH]2)cc1
  ER stress surv: 3

> Cc1onc(-c2c(Cl)cccc2Cl)c1C(=O)NCc1ccc(S(N)(=O)=O)cc1
  ER stress surv: 1

> Cc1ccc(/C(N)=N/OC(=O)COc2ccccc2)cc1
  ER stress surv: 1

> Cc1ccc(NC(=O)Nc2cc(C)ccn2)cc1
  ER stress surv: 1

> O=c1[nH]nc(N/N=C/c2cccc3ccccc23)c(=O)[nH]1
  ER stress surv: -22

> Cc1cc(/C=C2/NC(=O)NC2=O)c(C)n1-c1ccc(C(C)(C)C)cc1
  ER stress surv: 2

> Cc1nn(Cc2ccccc2)c(=O)c2ccccc12
  ER stress surv: 3

> Cc1cc(Cl)ccc1OCCCN1CCOCC1
  ER stress surv: -6

> N#CCCn1cc(/C=C2\N=C(c3ccccc3)OC2=O)c(-c2ccc(Cl)cc2)n1
  ER stress surv: 4

> O=C1NC(=O)C(=Cc2ccc(OCc3ccc(F)cc3)cc2)C(=O)N1
  ER stress surv: 15

> O=C(Nc1ccc(S(=O)(=O)N2CCCCCC2)cc1)c1cccs1
  ER stress surv: -7

> COc1ccc(-c2cc(C(=O)NCCN3CCOCC3)c3ccccc3n2)c(OC)c1
  ER stress surv: -1

> COc1c(Cl)ccc(Cl)c1C(=O)Nc1sc2c(c1C(N)=O)CCCC2
  ER stress surv: 0

> COc1ccc(C2(N(C(C)=O)c3ccccc3)C(=O)c3ccccc3C2=O)cc1
  ER stress surv: 11

> CN1C(=O)C(=O)/C(=C(\O)c2ccc(Cl)cc2)C1c1cccc([N+](=O)[O-])c1 (stereo not drawn)
  ER stress surv: 5

> CN(C)c1ccc(/C=C2\SC(=S)N(/N=C/c3ccc(N(C)C)cc3)C2=O)cc1
  ER stress surv: 1

In the list so far, these have an aryl thioether with sulfur outside any ring.
> O=C(CSc1ncn[nH]1)Nc1ccc(Cl)cc1
  ER stress surv: -5

> C=CCn1c(SCC(=O)N2CCOCC2)nc(O)c(Cc2ccccc2)c1=O
  ER stress surv: 4

> CCc1ccc(NC(=O)CSc2nc3ccc(C)cc3[nH]2)cc1
  ER stress surv: 3

Other compounds:
> CCN1C(=O)/C(=C2\SC(=S)N(CC(=O)O)C2=O)c2ccccc21
  ER stress surv: 7

> O=C1c2c(Cl)c(Cl)c(Cl)c(Cl)c2C(=O)C1(Nc1ccccc1)c1ccccc1
  ER stress surv: 47

> O=C(Nc1cccc(C(F)(F)F)c1)c1c(O)c2ccccc2[nH]c1=O
  ER stress surv: 9

> O=C(NN1C(=O)/C(=C/c2cccc(Br)c2)SC1=S)c1cccnc1
  ER stress surv: 0

> O=C(Nc1ccc2c(c1)OCO2)c1cc2n(n1)C(C(F)(F)F)CC(c1ccc(Cl)c(Cl)c1)N2 (stereo not drawn)
  ER stress surv: -3

> C=CCNCC(=O)Nc1sc2c(c1C(=O)OCC)CCCC2
  ER stress surv: 6

> C#Cc1cccc(N2C(=O)c3ccc(C(=O)O)cc3C2=O)c1
  ER stress surv: 5

> NS(=O)(=O)c1ccc(NC(=O)CSCCOC(=O)c2cc3ccccc3o2)cc1
  ER stress surv: 3

> CCc1nnc(NS(=O)(=O)c2ccc(NS(=O)(=O)c3ccc(NC(C)=O)cc3)cc2)s1
  ER stress surv: 3

> Cc1ccc2nc(Nc3ccccc3)c(C=O)c(=O)n2c1
  ER stress surv: 2

> Cc1cc(/C=N\NC(=O)c2cc3ccccc3cc2O)c(C)n1-c1ccccc1
  ER stress surv: 0

> O=C(/C=C/c1ccc(-c2ccccc2[N+](=O)[O-])o1)Nc1ccc(NC(=O)c2ccco2)cc1
  ER stress surv: -2

> COc1ccccc1N1C(=O)c2cccc3c(N4CCN(C)CC4)ccc(c23)C1=O
  ER stress surv: -1

> COc1cc(/C=C(\C#N)c2ccc([N+](=O)[O-])cc2)c(OC)cc1Br
  ER stress surv: 0

> CCNC(=S)N(Cc1ccccc1)/N=C\c1ccccc1
  ER stress surv: 6

> O=C1OC(c2ccccc2)=N/C1=C/c1c(F)c(F)c(F)c(F)c1F
  ER stress surv: 3

> COc1ccc(Br)cc1C(=O)Nc1ccc(C)cc1[N+](=O)[O-]
  ER stress surv: -4

> CC(C)(C)c1ccc(C(=O)Nc2cc(C(N)=O)c(Cl)cc2Cl)cc1
  ER stress surv: 4

> COc1cc(NC(=O)CCC(=O)O)cc(OC)c1OC
  ER stress surv: 11

> Cc1cc2c(cc1C)NC(CC(=O)Nc1ccc(Cl)cc1)C(=O)N2 (stereo not drawn)
  ER stress surv: 12

> Cc1cc2nc3s/c(=C\c4cccc(Cl)c4Cl)c(=O)n3c2cc1C
  ER stress surv: 9

> O=C(Nc1ccc(F)c([N+](=O)[O-])c1)c1cccc(Cl)c1Cl
  ER stress surv: 0

> O=C(NC1CCCCC1)ON=C(c1ccccc1)c1ccccc1
  ER stress surv: 16

> COc1cccc(C(=O)Nc2nc3ccc(S(C)(=O)=O)cc3s2)c1
  ER stress surv: -4

> COc1cccc(C(=O)N2CCN(Cc3ccc(F)cc3)CC2)c1OC
  ER stress surv: 4

Later entries:
SMILES | ER stress surv
COc1ccc(OC)c(C2C(C(C)=O)=C(O)C(=O)N2CCN(C)C)c1 (stereo not drawn) | 0
Cc1ccc(N2C(=O)C(Cl)=C(NCCc3ccccc3)C2=O)c(C)c1 | 4
CN1C(=O)N2CN(C3CCCCC3)CN3C(=O)N(C)C1C23 (stereo not drawn) | 2
O=C(Nc1ccc(O)c(-c2nc3ccccc3o2)c1)c1ccc(-c2ccc(Cl)cc2)o1 | 7
N#C/C(=C/c1cc(Br)cc(Br)c1O)c1ccc([N+](=O)[O-])cc1 | 5
COc1ccc2c(Cl)c(C(=O)N3CCOCC3)sc2c1 | 9
COc1c(O)ccc(/C=N/NC(=O)COc2cccc(C)c2)c1[N+](=O)[O-] | 3
N/C(=N\OC(=O)COc1ccc(Cl)cc1Br)c1cccnc1 | -6

22 neighbouring records already listed, for reference:
SMILES | ER stress surv
Cc1cc(/C=N\NC(=O)c2cc3ccccc3cc2O)c(C)n1-c1ccccc1 | 0
O=C(/C=C/c1ccc(-c2ccccc2[N+](=O)[O-])o1)Nc1ccc(NC(=O)c2ccco2)cc1 | -2
COc1ccccc1N1C(=O)c2cccc3c(N4CCN(C)CC4)ccc(c23)C1=O | -1
COc1cc(/C=C(\C#N)c2ccc([N+](=O)[O-])cc2)c(OC)cc1Br | 0
CCNC(=S)N(Cc1ccccc1)/N=C\c1ccccc1 | 6
O=C1OC(c2ccccc2)=N/C1=C/c1c(F)c(F)c(F)c(F)c1F | 3
COc1ccc(Br)cc1C(=O)Nc1ccc(C)cc1[N+](=O)[O-] | -4
CC(C)(C)c1ccc(C(=O)Nc2cc(C(N)=O)c(Cl)cc2Cl)cc1 | 4
COc1cc(NC(=O)CCC(=O)O)cc(OC)c1OC | 11
Cc1cc2c(cc1C)NC(CC(=O)Nc1ccc(Cl)cc1)C(=O)N2 (stereo not drawn) | 12
Cc1cc2nc3s/c(=C\c4cccc(Cl)c4Cl)c(=O)n3c2cc1C | 9
O=C(Nc1ccc(F)c([N+](=O)[O-])c1)c1cccc(Cl)c1Cl | 0
O=C(NC1CCCCC1)ON=C(c1ccccc1)c1ccccc1 | 16
COc1cccc(C(=O)Nc2nc3ccc(S(C)(=O)=O)cc3s2)c1 | -4
COc1cccc(C(=O)N2CCN(Cc3ccc(F)cc3)CC2)c1OC | 4
COc1ccc(OC)c(C2C(C(C)=O)=C(O)C(=O)N2CCN(C)C)c1 (stereo not drawn) | 0
Cc1ccc(N2C(=O)C(Cl)=C(NCCc3ccccc3)C2=O)c(C)c1 | 4
CN1C(=O)N2CN(C3CCCCC3)CN3C(=O)N(C)C1C23 (stereo not drawn) | 2
O=C(Nc1ccc(O)c(-c2nc3ccccc3o2)c1)c1ccc(-c2ccc(Cl)cc2)o1 | 7
N#C/C(=C/c1cc(Br)cc(Br)c1O)c1ccc([N+](=O)[O-])cc1 | 5
COc1ccc2c(Cl)c(C(=O)N3CCOCC3)sc2c1 | 9
COc1c(O)ccc(/C=N/NC(=O)COc2cccc(C)c2)c1[N+](=O)[O-] | 3

(more compounds)
SMILES | ER stress surv
COc1ccc(CC(=O)O/N=C(\N)c2ccc(Cl)cc2)cc1OC | -1
CCN(C)c1ccc(C=C2C(=O)NC(=O)NC2=O)cc1 | 1
CCOC(=O)/C=C/COc1ccc2oc(C)c(C(=O)OC)c2c1 | 2
O=C(CCc1ccccc1)Nc1ccc(Oc2ccccc2)cc1 | 2
O=C(Nc1ccc2[nH]c(=O)[nH]c2c1)c1cc(C(F)(F)F)cc(C(F)(F)F)c1 | -2
O=C(Nc1ccccc1C(=O)Nc1ccccc1)c1ccc(F)cc1 | 7
O=C(/C=C/N1CCCCC1)c1cccs1 | -6
Cc1c(NC(=O)c2ccc(OCC(C)C)cc2)cccc1-c1nc2ncccc2o1 | 0
O=C(Nc1cccc(Cl)c1)Nc1nnc(-c2ccc(Cl)cc2Cl)s1 | 3
COc1ccc(C2CC(c3ccccc3)=NN2c2ccccc2OC)cc1 (stereo not drawn) | -1
O=C(Nc1ccccc1CO)c1ccc(I)cc1 | 7
O=C(CN(c1cccc(Cl)c1)S(=O)(=O)c1ccccc1)NCCSc1nc2ccccc2s1 | 1
O=C(NCC1CCCO1)c1ccccc1Cl (stereo not drawn) | 20
COc1ccc([N+](=O)[O-])cc1NC1CCC(c2ccccc2)CC1 (stereo not drawn) | 21
CN1C(=O)/C(=C\c2ccccc2Sc2ccc(Cl)cc2)SC1=S | 8
CC(=NCCc1ccccc1)c1c(C(F)(F)F)[nH]n(-c2nc3ccccc3s2)c1=O | 12
Cc1ccc2c(c1)C1C=CCC1C(C(=O)O)N2 (stereo not drawn) | -1
COc1ccccc1C=C1C(=O)NC(=S)N(c2ccccc2F)C1=O | -1
O=C(Nc1ccc(Cl)cc1)c1ccc(-c2cccc(Cl)c2)o1 | -4
O=C1C=C/C(=N\S(=O)(=O)c2ccc3ccccc3c2)C=C1Br | 1
CN1C(=O)/C(=C\c2ccc3c(c2)OCO3)OC1=S | 2
Cc1oc2ccc(OCc3ccccc3Cl)cc2c1C(=O)O | 3
CCOC(=O)c1cc(-c2ccc(I)cc2)nc2ccccc12 | 6
CC(/C=C/c1ccccc1)=N\N=C1/NC(=O)CS1 | 7
CC(=O)Oc1ccc2nc(-c3ccc([N+](=O)[O-])c(C)c3)oc(=O)c2c1 | 4
O=C1CSC2(N1)C1CC3CC(C1)CC2C3 (stereo not drawn) | 2
O=C1NC(=S)N/C1=C/c1ccc(O)c(Cl)c1 | 10
CCOc1ccc(N(CC(=O)NCc2ccc(Cl)cc2)S(C)(=O)=O)cc1 | -2
O=C1/C(=C/c2c3ccccc3nc3ccccc23)Sc2ccccc21 | 5
O=C(NCCO)c1ccc(-c2nnc(Nc3ccc(O)cc3)c3ccccc23)cc1 | 6
O=C(NCCCN1CCOCC1)c1ccc(Br)cc1 | 3
CC1CCc2sc3nc(Cc4ccccc4)n(N)c(=O)c3c2C1 (stereo not drawn) | -1
COc1ccc(C(=O)N2CCCc3ccccc32)cc1OC | 7
O=C(c1ccc([N+](=O)[O-])cc1Cl)N1CCN(c2ccccc2)CC1 | -1
Cc1cccc(C(=O)N/C(=C/c2ccco2)C(=O)N2CCCC2)c1 | 3
CCN(CC)c1ccc(NC(=O)COc2ccc(Cl)cc2C)cc1 | 3
O=C(Nc1ccc(Br)cc1)c1cccc(S(=O)(=O)NC2CCCCC2)c1 | 1
N/C(=N\OC(=O)c1ccccc1Br)c1cccc([N+](=O)[O-])c1 | 20
COc1cc(NC(=O)/C=C/c2ccc(OC)c(OC)c2)c(OC)cc1Cl | 4
CC1=C(C(=O)OC2CCCC2)C(c2cccc(Cl)c2Cl)C2=C(CC(C)(C)CC2=O)N1 (stereo not drawn) | 10
CCOC(=O)C1=C(O)/C(=C/c2cccnc2)SC1=Nc1ccc([N+](=O)[O-])cc1 | 1
N#Cc1c(N)n(-c2ccc(Br)cc2)c2nc3ccccc3nc12 | 1
O=C(CSc1nnc(-c2ccco2)n1-c1ccccc1)NC(c1ccccc1)c1ccccc1 | 10
O=C(N/N=C\c1ccccn1)c1n[nH]c2c1CCC2 | 2
O=C(Nc1ccncc1)c1ccc([N+](=O)[O-])cc1 | 7
Nc1nnc(Cc2ccc(Br)cc2)s1 | 0
O=C(NC1CCCCC1)Oc1ccc2oc(=O)sc2c1 | 20
COc1cc(/C=N/n2c(SC)nnc(C(C)(C)C)c2=O)ccc1O | -1
O=C(c1ccccc1Cl)N(C1CCCCC1)C1CCCCC1 | -1
O=c1c2ccccc2nc(SCc2ccc([N+](=O)[O-])cc2)n1-c1ccccc1 | 0
COCCNC(=O)c1cc2n(n1)C(C(F)(F)F)CC(c1ccc(F)cc1)N2 (stereo not drawn) | 6
CSc1nnc2c(n1)OC(c1ccc(OCc3ccccc3)cc1)Nc1ccccc1-2 (stereo not drawn) | 16
COc1ccc(CNc2ccc(C)c(C)c2)c(OC)c1C | -4

Only part of the results is shown; count on the stated rates, not on these rows.
